Rin1-Abl PPI inh = blocks binding of human Rin1 to Abl. P00519+Q13671. TR-FRET Rin1/Abl binding, biochemical. inhibition, % at 7.35 µM. hit rate 0.4% among 360,000. AID 588664; in the data active means inhibition above about 5%, passing the limit was not always enough
MT1-MMP act inh = inhibitors of human MT1-MMP activation | P50281 | HT1080 RFP-PRO-GFP cells, GFP/RFP ratio fluorescence, overnight; percent of plate control window, DMSO zero | GFP/RFP ratio change, % at 20 µM | hit rate 0.061% among 360,000 | AID 651647;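 active means GFP/RFP ratio change of at least 30% with cell ATP level not reduced by more than half and red fluorescence within 50% of control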; further: strong numbers were not always called active
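Assay system – RFP-PRO-GFP reporter HT1080 cells · Compound dosing – single dose of 20 µM compound, 1% DMSO final · Incubation – overnight compound exposure at 37 °C · Measure – GFP/RFP fluorescence ratio · Benchmarks – DMSO wells and RFP-L50D-GFP cells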
eLon inh = E. coli protease La inhibition; P0A9M0; purified E. coli Lon protease, fluorescence polarization; inhibition, % at 7.94 µM; hit rate 0.42% among 360,000; AID 602123; in the data active means inhibition above about 13%, passing the limit was not always enough;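 further: 0% = enzyme with probe and DMSO and 100% = no enzyme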
Target sequence (P0A9M0 whole entry, looked up): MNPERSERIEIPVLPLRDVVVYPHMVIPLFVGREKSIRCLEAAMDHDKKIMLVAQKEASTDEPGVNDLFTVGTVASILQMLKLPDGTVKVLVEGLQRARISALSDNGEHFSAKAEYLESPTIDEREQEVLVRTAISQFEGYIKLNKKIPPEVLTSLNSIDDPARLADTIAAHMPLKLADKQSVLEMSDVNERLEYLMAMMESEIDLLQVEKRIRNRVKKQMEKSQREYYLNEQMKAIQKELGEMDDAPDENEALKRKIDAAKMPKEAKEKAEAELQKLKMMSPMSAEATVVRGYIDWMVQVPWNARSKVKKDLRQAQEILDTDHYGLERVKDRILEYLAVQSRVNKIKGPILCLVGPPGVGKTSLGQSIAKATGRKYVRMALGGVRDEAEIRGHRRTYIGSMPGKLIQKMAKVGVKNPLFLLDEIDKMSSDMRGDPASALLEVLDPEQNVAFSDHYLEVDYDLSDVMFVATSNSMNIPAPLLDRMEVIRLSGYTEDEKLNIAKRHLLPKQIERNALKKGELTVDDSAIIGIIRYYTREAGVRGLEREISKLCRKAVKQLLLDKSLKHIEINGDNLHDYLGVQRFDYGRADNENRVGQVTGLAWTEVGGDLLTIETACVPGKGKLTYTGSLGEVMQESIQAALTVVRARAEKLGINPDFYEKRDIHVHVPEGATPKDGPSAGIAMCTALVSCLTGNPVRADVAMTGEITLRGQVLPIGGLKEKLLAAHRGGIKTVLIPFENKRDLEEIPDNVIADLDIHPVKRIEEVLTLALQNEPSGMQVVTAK
bovine MsrA act = activates bovine MsrA enzyme; purified bovine MsrA, absorbance read-out; activation, % at 10.6 µM; hit rate 0.3% among 360,000; in the data active means activation above about 7.5%;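 further: 0% = vehicle and 100% = reference activator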
CendR NRP1 mod = modulators of CendR peptide binding to human neuropilin-1; O14786; FAM-RPARPAR peptide binding to NRP-1, fluorescence polarization; inhibition, % at 25 µM; hit rate 0.85% among 360,000; AID 602438;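 active means inhibition or corrected inhibition above about 18%, plus a signal ratio from 0.5 to 1.5, limit read from the data, passing the limit was not always enough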; further: strong numbers were not always called active
Neddylation inh = inhibitors of human cullin neddylation. P61081+Q13564. TR-FRET cullin neddylation, biochemical. calls only at 25 µM. hit rate 0.58% among 360,000. AID 651699; in the data active means inhibition above about 36%
FAS TE block = FAS thioesterase (human) inhibition; P49327; inhibition, % at 15 µM; AID 602261; hit rate 0.67% among 360,000; recombinant FAS-TE, OMFH fluorogenic substrate, fluorescence endpoint;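 active means compounds whose normalised, plate-corrected inhibition of enzyme fluorescence in the single-dose primary screen is 50% or more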;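 further: 0% = DMSO with enzyme and 100% = substrate without enzyme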
SKN-1 inh = blocks SKN-1 activity in C. elegans; C. elegans VP596 Pgst-4::GFP/RFP ratio, acrylamide-induced, 24 h; inhibition, % at 21.8 µM; hit rate 0.49% among 360,000; AID 624304;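 active means interference check ratio from 0.5 to 1.5 plus GFP to RFP signal ratio inhibition reaching or exceeding a fixed threshold, cut at about 30% in these data, passing the limit was not always enough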; further: some compounds called inactive have numbers as strong as hits
MsrA inh = inhibitors of bovine MsrA; AID 651718; hit rate 0.75% among 360,000; inhibition, % at 15.5 µM; purified bovine MsrA, absorbance read-out; in the data active means inhibition above about 4.5%;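 further: 0% = vehicle wells with enzyme and 100% = reference inhibitor wells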
* = called active by the depositor; i = inactive; · = not tested or not shown.

1: Cc1ccc(Nc2nc(N)c([N+](=O)[O-])c(NCc3ccco3)n2)cc1C
2: CCOc1ccc2nc(N3CCC(C(=O)N4CCN(C(=O)c5ccco5)CC4)CC3)sc2c1
3: Fc1cccc(CSc2ncnc3c2ncn3C2CCCCO2)c1 (configuration not stated)
4: CCOc1ccc(-c2[nH]ncc2Oc2cccc(OC)c2)c(O)c1
5: COc1ccc(N(CC(=O)NC2CCCC2)C(=O)Cn2nnc(-c3ccc(C)cc3)n2)cc1
6: CN1/C(=C\C(=O)c2cccs2)C(C)(C)c2ccccc21
7: CCc1cccc(C)c1NC(=O)C1CCCN1C(=O)NCc1ccccc1 (configuration not stated)
8: CCOC(=O)N1CCc2c(sc3nc(SC(C)C)n(N)c(=O)c23)C1

Screen / compound no.	1	2	3	4	5	6	7	8
Rin1-Abl PPI inh	4	-4	1	0	1	2	-2	-2
MT1-MMP act inh	-9	1	4	-2	-5	-2	1	-2
eLon inh	4	-1	-18	-12	10	-8	9	-4
bovine MsrA act	-4	-4	1	0	-8	-3	-6	0
CendR NRP1 mod	1	-8	8	21	-7	0	6	4
Neddylation inh	i	i	i	i	i	·	i	i
FAS TE block	22	-4	-14	-200	10	37	-3	6
SKN-1 inh	19	-5	-13	-5	10	-6	3	17
MsrA inh	0.7	·	-0.6	0.0	-0.1	-0.4	-1.2	0.4

9: O=c1[nH][nH]c2c1C(c1ccc(Cl)c(Cl)c1)OC(CCc1ccccc1)C2 (configuration not stated)
10: O=S(=O)(c1ccc2c(c1)OCO2)N1CCN(c2nnnn2-c2ccccc2)CC1
11: CC(Oc1cccc(Br)c1)C(=O)Nc1cccc(S(=O)(=O)N2CCOCC2)c1 (configuration not stated)
12: O=C(Nc1cc(Cl)ccc1-n1cncn1)c1ccc(Br)o1
13: CCOc1ccccc1NC(=O)C(=O)NCCC1=CCCCC1
14: CCOc1ccc(C2c3c(oc4ccccc4c3=O)C(=O)N2CCCN2CCOCC2)cc1 (configuration not stated)
15: COc1ccccc1CNC(=O)COC(=O)c1nccnc1N
16: Cc1cc(C)n2cc(CSc3nc4ccccc4s3)nc2n1

Screen / compound no.	9	10	11	12	13	14	15	16
Rin1-Abl PPI inh	·	1	2	0	0	-1	-5	1
MT1-MMP act inh	7	-2	-2	-7	0	4	0	2
eLon inh	1	-2	1	4	4	-6	-28	-1
bovine MsrA act	0	-4	-9	-6	-4	1	-3	-1
CendR NRP1 mod	9	-1	-4	-11	1	-1	-11	-8
Neddylation inh	i	i	i	i	i	i	·	i
FAS TE block	-63	12	28	11	12	3	-8	-6
SKN-1 inh	19	-11	-6	11	-1	6	17	-3
MsrA inh	1.0	-1.0	-0.6	0.1	0.1	0.4	1.7	0.8

Next section (two carried over from the part before).
15: COc1ccccc1CNC(=O)COC(=O)c1nccnc1N
16: Cc1cc(C)n2cc(CSc3nc4ccccc4s3)nc2n1
17: CC(C)(C)c1nc2ccc(NS(=O)(=O)c3ccc(F)c(F)c3F)cc2[nH]1
18: CCCCCC(=O)Nc1cc(S(=O)(=O)O)cc2cc(S(=O)(=O)O)cc(O)c12
19: COc1ccc(N2C(=O)C3CCCN3C2c2ccccc2Cl)cc1 (configuration not stated)
20: O=C(O/N=C\c1ccc(N2CCOCC2)c([N+](=O)[O-])c1)c1ccc(F)cc1
21: Cc1c(Cl)cccc1NC(=O)CSc1nnc(C)n1-c1ccccc1
22: Cc1cc(C)n2c(SCC(=O)NC3CCCC(C)C3C)nnc2n1 (configuration not stated)
23: O=C(C1COc2ccccc2O1)N1CCN(c2ccc(F)cc2)CC1 (configuration not stated)
24: COc1ccccc1C(=O)N1CCN(c2cccc(Cl)c2)CC1

Screen / compound no.	15	16	17	18	19	20	21	22	23	24
Rin1-Abl PPI inh	-5	1	4	10	2	0	0	-1	4	-2
MT1-MMP act inh	0	2	0	-3	1	3	2	5	7	-5
eLon inh	-28	-1	6	-5	-6	1	-5	-8	-6	1
bovine MsrA act	-3	-1	-3	-5	-1	0	0	-2	-4	-3
CendR NRP1 mod	-11	-8	11	-44	-3	12	3	-2	-1	16
Neddylation inh	·	i	i	i	i	i	i	i	i	i
FAS TE block	-8	-6	-2	-3	-3	17	0	-6	8	-1
SKN-1 inh	17	-3	23	15	6	32	3	-4	11	-2
MsrA inh	1.7	0.8	0.7	1.2	-0.7	2.2	-0.1	-0.7	-0.7	0.2

Compounds 5–15 from above:
5: COc1ccc(N(CC(=O)NC2CCCC2)C(=O)Cn2nnc(-c3ccc(C)cc3)n2)cc1
6: CN1/C(=C\C(=O)c2cccs2)C(C)(C)c2ccccc21
7: CCc1cccc(C)c1NC(=O)C1CCCN1C(=O)NCc1ccccc1 (configuration not stated)
8: CCOC(=O)N1CCc2c(sc3nc(SC(C)C)n(N)c(=O)c23)C1
9: O=c1[nH][nH]c2c1C(c1ccc(Cl)c(Cl)c1)OC(CCc1ccccc1)C2 (configuration not stated)
10: O=S(=O)(c1ccc2c(c1)OCO2)N1CCN(c2nnnn2-c2ccccc2)CC1
11: CC(Oc1cccc(Br)c1)C(=O)Nc1cccc(S(=O)(=O)N2CCOCC2)c1 (configuration not stated)
12: O=C(Nc1cc(Cl)ccc1-n1cncn1)c1ccc(Br)o1
13: CCOc1ccccc1NC(=O)C(=O)NCCC1=CCCCC1
14: CCOc1ccc(C2c3c(oc4ccccc4c3=O)C(=O)N2CCCN2CCOCC2)cc1 (configuration not stated)

Screen / compound no.	5	6	7	8	9	10	11	12	13	14
Rin1-Abl PPI inh	1	2	-2	-2	·	1	2	0	0	-1
MT1-MMP act inh	-5	-2	1	-2	7	-2	-2	-7	0	4
eLon inh	10	-8	9	-4	1	-2	1	4	4	-6
bovine MsrA act	-8	-3	-6	0	0	-4	-9	-6	-4	1
CendR NRP1 mod	-7	0	6	4	9	-1	-4	-11	1	-1
Neddylation inh	i	·	i	i	i	i	i	i	i	i
FAS TE block	10	37	-3	6	-63	12	28	11	12	3
SKN-1 inh	10	-6	3	17	19	-11	-6	11	-1	6
MsrA inh	-0.1	-0.4	-1.2	0.4	1.0	-1.0	-0.6	0.1	0.1	0.4

15: COc1ccccc1CNC(=O)COC(=O)c1nccnc1N

Screen / compound no.	15
Rin1-Abl PPI inh	-5
MT1-MMP act inh	0
eLon inh	-28
bovine MsrA act	-3
CendR NRP1 mod	-11
Neddylation inh	·
FAS TE block	-8
SKN-1 inh	17
MsrA inh	1.7

Further results follow.
25: CC(=O)c1ccc(N(C(=O)CNC(=O)c2ccco2)C(C(=O)NC2CCCC2)c2ccncc2)cc1 (configuration not stated)
26: CCCc1ccc(C(=O)CCC(=O)NNC(=O)c2ccncc2)cc1
27: CSc1ncccc1C(=O)NCc1ccccc1Cl
28: CCCCOc1ccc(C(=O)N/C(=C/C=C/c2ccccc2)C(=O)NCCCO)cc1

Screen / compound no.	25	26	27	28
Rin1-Abl PPI inh	0	-2	3	0
MT1-MMP act inh	-3	-2	-5	1
eLon inh	8	2	4	-6
bovine MsrA act	-1	-3	-12	-6
CendR NRP1 mod	3	-2	3	22*
Neddylation inh	i	i	i	i
FAS TE block	-7	-8	-4	27
SKN-1 inh	10	-2	-4	-1
MsrA inh	1.1	0.1	-0.2	1.3
